KCNH2 3.1 inh: KCNH2 3.1 (human) potassium channel inhibition; U2OS KCNH2 3.1, thallium flux FluxOr; active compounds read low; activity change, % (tested at about 1.8 µM); 0.95% of 340,000 active; AID 720553;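 active means maximum activity change below -70%; inconclusive means maximum activity change from -70% to -50%; inactive means maximum activity change above -50%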;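 further: thallium influx rate constant from kinetic fluorescence after stimulation buffer; on the % scale 0 is the no-effect control and ±100 the full control effect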
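Channel expression came from 3.1 mutant virus (1.77 x 10^8 /mL) applied to suspended U2OS cells for 4 h. Flux was tracked with FluxOr dye plus Red40 quencher, and kinetic rate constants normalized to controls.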
RORgamma inh: blocks mouse ROR gamma transcriptional activity; P51450; Drosophila S2 Gal4-RORgamma UAS-luciferase reporter, 20 h; Potency, µM (titrated, usually from 53.6 µM), for the others: at the highest dose activity change, negative = inhibition, most hits filed as inhibitors; 5.4% of 310,000 active; further: potency means the concentration at half of the fitted maximal effect; on the % scale 0 is the no-effect control and ±100 the full control effect; nearly all actives have a fitted effect of over 60% in size
Target sequence (P51450 whole entry, looked up, the tested form may be a part): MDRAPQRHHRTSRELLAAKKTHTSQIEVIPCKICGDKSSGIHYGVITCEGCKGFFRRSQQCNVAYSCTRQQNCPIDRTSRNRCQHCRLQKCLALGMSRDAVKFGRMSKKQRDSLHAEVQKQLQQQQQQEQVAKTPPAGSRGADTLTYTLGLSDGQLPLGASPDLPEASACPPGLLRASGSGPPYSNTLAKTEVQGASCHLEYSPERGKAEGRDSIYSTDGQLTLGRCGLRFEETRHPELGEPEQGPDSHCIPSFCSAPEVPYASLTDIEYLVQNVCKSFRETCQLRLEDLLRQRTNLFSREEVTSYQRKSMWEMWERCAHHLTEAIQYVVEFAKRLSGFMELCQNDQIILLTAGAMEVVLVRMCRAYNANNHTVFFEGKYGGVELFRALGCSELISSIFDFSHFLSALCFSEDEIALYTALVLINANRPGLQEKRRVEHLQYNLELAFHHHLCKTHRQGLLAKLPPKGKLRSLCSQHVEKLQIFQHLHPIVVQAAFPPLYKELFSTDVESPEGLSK
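ROR gamma transcriptional activity was tracked as Gal4-UAS luciferase output in stably transfected Drosophila Schneider cells, with compound added 1 hr before 700 uM copper sulfate induction and a 20 hr ambient-temperature incubation.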
Rab9 promoter act: activates the Rab9 promoter | Huh7 Rab9 promoter-luciferase reporter, luminescence, 24 h | Potency, µM (titrated, usually from 9.22 µM), inactives show at the top dose activation, negative = inhibition, hits mostly activators | 2.8% of 320,000 active; further: potency means the concentration at half of the fitted maximal effect; % of control where 0% means no effect; nearly all actives have a fitted effect of over 60% in size
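Steps: seed 1500 Huh7 Rab9-luc cells per well, rest 2 h at 37 °C; add compound in DMSO; incubate 24 h; add luciferase reagent, 10 min ambient; read luminescence.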
NPC1 promoter act: activates the NPC1 promoter; Huh7 NPC1 promoter luciferase reporter, 24 h; Potency, µM (top dose mostly 9.22 µM), for the others: at the highest dose activation, actives largely listed as activators; 2.4% of 320,000 active;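 further: potency means the concentration at half of the fitted maximal effect; % of control where 0% means no effect; nearly all actives have a fitted effect of over 60% in size; reporter is driven by a mutant NPC1 promoter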
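Compounds in DMSO were transferred onto Huh7 NPC1-luciferase reporter cells pre-incubated 2 h; after 24 h at 37 °C, Amplite reagent was dispensed and luminescence recorded 10 min later.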
ELG1 genotoxic: genotoxicity induction in ELG1-luciferase HEK293T cells; Potency, µM (highest dose often 46 µM), for inactives: at the top dose activity change, positive = activation, actives largely listed as activators; 1.3% of 330,000 active; AID 504466; HEK293T ELG1-luciferase reporter, luminescence, 16 h; further: potency means the concentration at half of the fitted maximal effect; % of control where 0% means no effect; nearly all actives have a fitted effect of over 60% in size
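Genotoxicity was scored as increased ELG1-luciferase reporter signal, measured by ONE-Glo luminescence (30 min, room temperature). Compound or vehicle exposure of the HEK293T reporter cells lasted 16 hr at 37°C.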
uPA generation: blocks generation of uPA at the cell surface; 0.31% of 330,000 active; cell surface uPA generation assay, qHTS; Potency, µM (titrated, usually from 38.3 µM), without a hit: at the top dose activity change, negative = inhibition, hits mostly inhibitors; active means well fitted inhibition curve with a large enough effect; inconclusive means small, poorly fitted or top-dose-only effect; inactive means no such curve, though single readings can be large or run the other way; tested in mouse RAW 264.7 cells; further: potency means the concentration at half of the fitted maximal effect; on the % scale 0 is the no-effect control and ±100 the full control effect; nearly all actives have a fitted effect of over 55% in size
Coupling enz: inhibits coupling enzyme system, counter-screen for aldolase hits; coupling enzyme system counterscreen, AmpLite Red fluorescence; activity change, negative = inhibition, % at 58.2 µM, hits read low; 0.67% of 290,000 active; AID 2472; in the data active means activity change below about -30%; further: on the % scale 0 is the no-effect control and ±100 the full control effect
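Coupling enzymes only (glyceraldehyde-3-phosphate) + compound, at 57.5 uM final, 10 min RT; add substrate/coupling/AmpLite Red mix, 20 min RT; fluorescence ex 525/em 598 nm. Actives flag coupling-system interference.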
VP16 counter: counter-screen for ROR gamma inhibitors: Gal4-VP16 reporter; Potency, µM (doses to about 53.6 µM), without a hit: at the highest dose activity, negative = inhibition, hits mostly inhibitors; AID 2546; Drosophila S2 Gal4-VP16 UAS-luciferase, luminescence, 20 h; 3.5% of 310,000 active;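 further: Gal4-VP16 expression switched on by copper sulfate through the metallothionein promoter; potency means the concentration at half of the fitted maximal effect; on the % scale 0 is the no-effect control and ±100 the full control effect; nearly all actives have a fitted effect of over 50% in size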
Giardia killer: Giardia lamblia killing. activity change, % at 7.66 µM, hits read low. Giardia lamblia trophozoite viability. 0.15% of 340,000 active; in the data active means activity change below about -80%; inconclusive means between about -30% and that limit;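 further: parasites exposed to compound for two days anaerobically before the ATP read; on the % scale 0 is the no-effect control and ±100 the full control effect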
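Giardia lamblia trophozoites (100 cells/well) were incubated with compounds for 48 h at 37 deg C under anaerobic conditions. Viability was read as ATP content by one-step luminescence after 15-30 min at room temperature.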
Tb PFK block: inhibitors of T. brucei phosphofructokinase | Potency, µM (doses to about 57.5 µM), for inactives: at the highest dose activity, negative = inhibition, most hits filed as inhibitors | O15648 | T. brucei PFK, ADP-Glo luminescence | 0.17% of 330,000 active;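 further: potency means the concentration at half of the fitted maximal effect; 0% = uninhibited 1x PFK enzyme wells and -100% = no-enzyme wells; nearly all actives have a fitted effect of over 60% in size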
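In TEA buffer at pH 8.0 with 5 mM MgCl2, enzyme (1.25 nM) converted F6P (0.5 mM) and ATP (0.1 mM) for 45 min at room temperature. ADP product was read by luciferase luminescence.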
FLuc modulator: inhibits or activates purified firefly luciferase, miR-21 counter-screen. P08659. purified FLuc, Km substrates, luminescence inhibition. Potency, µM (titrated, usually from 57.5 µM), for the others: at the top dose activity change, negative = inhibition, usual class: inhibitors. 6.9% of 360,000 active;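 further: potency means the concentration at half of the fitted maximal effect; plate controls were vehicle for no effect and reference inhibitor for full effect; nearly all actives have a fitted effect of over 55% in size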
Target sequence (P08659 whole entry, looked up): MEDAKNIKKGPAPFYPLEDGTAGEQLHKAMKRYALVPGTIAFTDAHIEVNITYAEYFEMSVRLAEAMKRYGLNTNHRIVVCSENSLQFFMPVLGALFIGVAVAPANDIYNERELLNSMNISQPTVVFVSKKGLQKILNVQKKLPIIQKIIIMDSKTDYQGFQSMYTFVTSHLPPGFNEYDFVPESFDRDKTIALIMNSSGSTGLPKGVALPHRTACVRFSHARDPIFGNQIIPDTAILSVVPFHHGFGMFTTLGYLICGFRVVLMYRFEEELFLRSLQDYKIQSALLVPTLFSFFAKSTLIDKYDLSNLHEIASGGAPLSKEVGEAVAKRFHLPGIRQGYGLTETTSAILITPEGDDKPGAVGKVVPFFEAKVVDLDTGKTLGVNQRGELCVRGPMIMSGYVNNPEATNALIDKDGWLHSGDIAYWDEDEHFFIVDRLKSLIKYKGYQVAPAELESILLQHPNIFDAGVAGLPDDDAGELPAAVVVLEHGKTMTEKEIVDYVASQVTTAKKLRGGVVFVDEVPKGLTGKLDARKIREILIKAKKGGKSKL
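Biochemical qHTS of compounds, final roughly 60 µM downward over six points, against 10 nM purified firefly luciferase using Km concentrations of substrates (10 uM D-luciferin, 10 uM ATP) in Tris acetate pH 7.5 buffer; luminescence output.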
The depositor's hits bear a star; ? = inconclusive; / = no result given; & = joins results of further samples; [ ] = remark or other dose. Unless noted, the call rests on the fitted dose curve; in most records, active means well fitted curve in the direction sought with a large enough effect; inconclusive means small, poorly fitted or top-dose-only effect, or another doubt; inactive means no such curve, though single readings can be large; an effect the other way counts as inactive or inconclusive.

SMILES	KCNH2 3.1 inh	RORgamma inh	Rab9 promoter act	NPC1 promoter act	ELG1 genotoxic	uPA generation	Coupling enz	VP16 counter	Giardia killer	Tb PFK block	FLuc modulator
CCS(=O)(=O)c1ccc2c(c1)N(S(=O)(=O)c1cccs1)CC(C(=O)O)O2 (stereo unspecified)	7	-6%	2%	-5%	0%	4%	7	-5%	-28	3%	7%
O=C(COc1cccnc1[N+](=O)[O-])Nc1cc(S(=O)(=O)N2CCCCC2)ccc1Cl	2	11%	-2%	1%	7%	2%	-3	-8%	?	-7%	2%
Cn1c(N)c(C(=O)CSc2nnc(-c3ccccc3F)n2C2CC2)c(=O)n(C)c1=O	-5	1%	-6%	-1%	-2%	11%	0	0%	4	-1%	-12%
Cc1cccc(C(=O)NNC(=O)CSc2nnc(C(C)C)n2C)c1	10	-19%	0%	-4%	0%	2%	3	-3%	-16	0%	0%
COC(=O)[C@@]1(Cc2ccc(OC)cc2)[C@H]2c3cc(C(=O)N(C)C)n(CCc4ccc(OC)c(Br)c4)c3C[C@H]2CN1C(=O)c1ccccc1	/	?	-3%	-5%	-5%	/	2&-1	0%&7%	/	-5%	2%
Cc1ccccc1-c1nnc(SCC(=O)NC2CCCCC2)o1	0	36%	1%	-6%	3%	3%	-1	-4%	3	-1%	-5%
O=C(CSc1ncnc2c1nnn2Cc1ccc(F)cc1)NC1CCCC1	1	-5%	-2%	-11%	-2%	4%	8	-23%	-1	1%	-3%
CC(C)(C)c1ccc(CN2C(=O)c3ccccc3S2(=O)=O)cc1	-1	22%	17%	11%	-21%	1%	-2	?	15	0%	-16%
CCOc1ccc(NC(=O)CCC(=O)OC)cc1	-6	-3%	-1%	-3%	4%	/	3	1%	-15	-3%	-1%
CCOC(=O)C1=CNS(=O)(=O)NC1c1ccc(C)cc1 (stereo unspecified)	6	/	/	/	17%	9%	/	/	-16	1%	/
O=C(N/N=C/c1ccco1)c1ccc(NC(=O)C2CC2)cc1	-24	15%	-4%	-1%	-1%	4%	4	-4%	31[activator]	-2%	-5%
OCCC1CN(Cc2cccc3nonc23)CCN1Cc1ccsc1 (stereo unspecified)	-7	2%	-1%	-1%	-4%	4%	0	7%	-29	1%	1%
CCN1C(=O)/C(=C2/C=Cc3cc(C)ccc3N2CC)N(C)C1=S	-8	13µM*	-1%	0%	0%	1%	-6	?	-4	-11%	?
COc1ccc(CNC(=O)CCN2C(=O)c3ccccc3S2(=O)=O)cc1	2	/	0%	-3%	5%	3%	/	/	5	-5%	0%
Cc1ccc2oc(=O)c3cc(C(=O)N4CCN(C(=O)c5ccco5)CC4)sc3c2c1	/	24%	0%	-5%	0%	/	1	7%	/	-2%	?
CCOCCCNC(=O)CN1C(=O)NC(Cc2c[nH]c3ccccc23)C1=O (stereo unspecified)	2	-19%	0%[1.84 µM]	-1%	3%	5%	0	4%	-25	2%	-2%
O=C(CCC1CCCCC1)NC1CCCCC1	-7	/	/	/	2%	1%	/	/	9	-1%	/
CC(C)CCN(CC(=O)NCc1ccc(F)cc1)S(=O)(=O)c1ccccc1F	-17	13%	4%	1%	-5%	0%	0	-5%	-19	-2%	0%
O=C(COC(=O)c1cccnc1Cl)Nc1cccc(S(=O)(=O)N2CCCCC2)c1	-3	31%	2%	-1%	3%	3%	0	-6%	-14	0%	0%
Cc1occc1-c1nnc(SCC(=O)Nc2nc3ccccc3s2)o1	-7	?	-6%	1%	17%	11%	1	-27%	5	-2%	-1%
COc1ccc(S(=O)(=O)NCC(=O)Nc2cccc(C)c2C)cc1OC	-35	15%	-3%	-2%	1%	18%	0	-13%	2	-13%	0%
O=P(c1ccccc1)(c1ccccc1)C(c1ccccn1)P(=O)(c1ccccc1)c1ccccc1	9	14%	-2%	-1%	-3%	1%	-1	-1%	4	3%	0%
COc1ccc(Nc2ccc(S(=O)(=O)N3CCCCC3)cc2[N+](=O)[O-])cc1OC	-16	?	-5%	-4%	0%	-8%	-4	0%	-7	2%	5%
COc1cc(C#N)c(NS(=O)(=O)c2ccc3[nH]c(=O)sc3c2)cc1OC	-3	0%	-4%	1%	1%	0%	10	3%	27	3%	-19%
Cc1oc(-c2ccccc2Cl)cc1-c1nn2c(-c3ccco3)nnc2s1	/	7%[10 µM]	6%	16%	?	/	0	1%	/	1%	-1%
CC(=O)Nc1ccc(S(=O)(=O)N2CCC(N(C)CCC(C)C)CC2)cc1	-41	-9%	9%	6%	1%	5%	0	-4%	13	3%	2%
CCN1CCc2c(sc(NC(=O)c3ccc4ccccc4c3)c2C(N)=O)C1	/	?	14%	21%	8%	/	/	?	/	22%	2.4µM*
Cc1ccc(C#CC[N+](C)(C)CC#Cc2ccccc2)cc1	-6	-6%	-10%	0%	-13%	-4%	0	-15%	-2	-24%	?
Cc1ccc(NC(=S)/N=C(\N)Nc2nc(C)c3ccccc3n2)cc1C	-8	1µM*	-10%	-8%	-1%	-4%	0	1µM*	-6	4%	11µM*
COc1cccc(CNC(=O)CN2c3cccc4cccc(c34)S2(=O)=O)c1	-12	/	3%	9%	-3%	-6%	/	/	-1	?	3%
COc1cc(CN2CCN(C(C)C)C(CCO)C2)ccc1OCc1ccccc1 (stereo unspecified)	-7	-38%	15%	-1%	8%	-5%	0	27%	-5	-5%	-9%
CCSc1ncnc2c1sc1nc(-c3ccco3)c3c(c12)CC(C)(C)OC3	/	-3%	6%	3%	0%	/	0	-3%	/	-1%	-6%
C=C(C)CNC(=S)N/N=C/c1ccc(N2CCOCC2)cc1	/	2µM*	-2%	5%	-2%	-4%	0	5µM*	-3	-14%	?
CCC1C(=O)N=C(SCC(=O)Nc2ccc(C)cc2)N(c2ccccc2)C1=O (stereo unspecified)	-26	?	-1%	1%	1%	2%	10	0%	-1	3%	2%
CCC(C(=O)NCCC1=CCCCC1)n1nc(C)c2c(C)n(-c3ccccc3)nc2c1=O (stereo unspecified)	35	4.5µM*	7%	-1%	-4%	-2%	/	-9%	5	2%	0%
COC(=O)C[C@H](NC(=O)Cn1cnc2c(NCc3ccccc3)ncnc21)C(=O)OC	9	/	/	/	7%	6%	/	/	-23	-1%	/
O=C(Nc1ccnc(-c2cccnc2)n1)c1cccs1	-13	?	-10%	6%	-3%	-13%	2	-1%	34[activator]	4%	2%
Cc1cc(C(=O)NNC(=O)CCCOc2ccccc2)c(C)o1	-1	/	-1%	1%	0%	0%	/	/	-2	0%	2%
Cc1ccc(C)n1-c1sccc1C(=O)O	1	-2%	3%	-6%	0%	0%	0	-8%	7	?	8%
O=C(NCCS(=O)(=O)N1CCN(c2ccccc2)CC1)c1ccc2c(c1)OCO2	-18	/	-1%	1%	1%	4%	/	/	-7	-11%	0%
CNC(=O)c1ccc(NC(=O)C2CCN(S(=O)(=O)c3cccc(C(F)(F)F)c3)CC2)cc1	3	/	-2%	-3%	3%	4%	/	/	2	2%	-1%
CCCN(Cc1ccccc1)C(=O)Nc1ccc2c(c1)nnn2C	-1	33%	18%	10%	?	5%	-2	-7%	21	0%	-9%
COC(=O)CC1C(=O)NCCN1C(=O)Nc1ccc(Cl)c(Cl)c1 (stereo unspecified)	16	9%	0%	-5%	1%	-29%	3	-2%	?	?	-1%
O=C(CCC(=O)OCC(=O)c1cccc([N+](=O)[O-])c1)Nc1ccccc1Cl	-6	-9%	-2%	2%	0%	/	0	8%	-26	0%	0%
S=C(Nc1cccc(Cl)c1)Nc1ccc2c(c1)OCCO2	5	?	?	?	?	-6%	-1	?	-24	-20%	?
O=C(C1CCN(S(=O)(=O)c2cccc([N+](=O)[O-])c2)CC1)N1CCOCC1	15	5%	-1%	-3%	2%	3%	1	0%	-6	-3%	1%
O=C(C(Cc1ccccc1)N1C(=O)c2ccccc2C1=O)N1c2ccccc2CCc2ccccc21 (stereo unspecified)	-14	-23%	-4%	-7%	9%	?	0	-14%	1	1%	0%
CC(=O)NCc1ccc(-c2csc(-c3cccs3)n2)cc1	-8	29%	2.2µM*	2µM*	?	-1%	4	7%	18	1%	5.4µM*
Cc1ccc(NC(=O)c2cccs2)cc1[N+](=O)[O-]	-10	42%	27%	21%	-1%	-27%	-3	5%	8	-2%	21µM*
CSCCC(NC(=O)c1ccccc1Cl)C(=O)N1CCN(C(C)=O)CC1 (stereo unspecified)	8	/	-2%	0%	1%	1%	/	/	-5	0%	-2%
Cc1cccc([N+](=O)[O-])c1NC(=O)COC(=O)C1CC2CCCC(C1)C2=O (stereo unspecified)	-37	/	-3%	-3%	2%	2%	/	/	5	-6%	-8%

Assay outcomes deposited in PubChem BioAssay by National Center for Advancing Translational Sciences (NCATS).
